Tau fibril FP: tau fibrillization inhibition (FP); K18 P301L tau heparin fibrillization, Alexa594 FP, 6 h; Potency, µM (doses to about 57.7 µM), for inactives: at the top dose activity, negative = inhibition, most hits filed as inhibitors; 280,000 tested, 0.39% active; AID 1468; also: % is scaled to controls: 0 for no effect and ±100 for the full control effect; nearly all actives have a fitted effect of over 55% in size
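Recombinant K18 P301L […], labeled with Alexa 594 at 0.24 uM over 15 uM unlabeled; heparin inducer 20 uM final; 37 C, 6 hr; FP endpoint.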
HTT ATP protect: cytoprotection in Huntington HTT-Q103 PC12 cell model. PC12 HTT-Q103 induced, cytoprotection, ATP luminescence, 40 h. Potency, µM (series often up to 56.4 µM), without a hit: cytoprotection (ATP increase), actives largely listed as activators. 230,000 tested, 0.14% active;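 also: % of control where 0% means no effect; nearly all actives have a fitted effect of over 45% in size; toxic huntingtin expression switched on by the ecdysone agonist tebufenozide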
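ATP quantification (ATPlite) reports survival of PC12 cells in which tebufenozide, 100 nM final, switches on Htt exon 1 with 103 glutamines linked to GFP; compounds are titrated.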
Tau ThT inhib: inhibitors of human tau fibril formation, thioflavin T binding | P10636 | recombinant tau K18 P301L, heparin-induced fibrillization, ThT fluorescence | Potency, µM (top dose mostly 57.4 µM), for inactives: at the top dose activity, negative = inhibition, hits mostly inhibitors | 270,000 tested, 2.1% active; also: % is scaled to controls: 0 for no effect and ±100 for the full control effect; nearly all actives have a fitted effect of over 55% in size
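Heparin-induced fibrillization of the P301L-mutant K18 repeat-domain fragment of human tau was followed by ThT binding in quantitative high-throughput format.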
Tau fluor cs: counter-screen for tau fibril formation inhibitors | Potency, µM (series often up to 57.7 µM), for inactives: at the highest dose activity change, negative = decrease | tau K18 P301L Alexa594 fluorescence, heparin fibrillization | 280,000 tested, 0.93% active | AID 1463; also: % is scaled to controls: 0 for no effect and ±100 for the full control effect; nearly all actives have a fitted effect of over 55% in size
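Human tau K18 P301L (15 uM unlabeled, 0.24 uM Alexa 594-labeled) in 100 mM sodium acetate pH 7 with 20 uM heparin, 6 hr at 37 C. ThT 30 uM added, 1 hr ambient; Alexa 594 FP and total fluorescence read at 555/632 nm.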
L3MBTL1 inh: inhibitors of human L3MBTL1. Potency, µM (titrated, usually from 57.1 µM), without a hit: at the highest dose activity, negative = inhibition, hits mostly inhibitors. AlphaScreen L3MBTL1–H3K9me1 peptide binding. 230,000 tested, 0.66% active. AID 485360. Q9Y468; also: % is scaled to controls: 0 for no effect and ±100 for the full control effect; nearly all actives have a fitted effect of over 60% in size
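AlphaScreen proximity signal between nickel-chelate acceptor and streptavidin donor beads (final 10 ug/mL) reports binding of 50 nM L3MBTL1 to 75 nM biotin-H3 K9me1 peptide; complex incubated with compounds 30 min at room temperature; cefsulodin titration as control.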
TRb-SRC2 inh: inhibitors of human thyroid hormone receptor beta-SRC2 interaction; P10828; TRbeta-SRC2 peptide binding, fluorescence polarization; receptor liganded with 1 µM T3; Potency, µM (titrated, usually from 106 µM), without a hit: at the top dose activity change, negative = inhibition, usual class: inhibitors; 280,000 tested, 0.065% active; AID 1469;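 also: plate controls were bound peptide for no effect and peptide without receptor for full effect; nearly all actives have a fitted effect of over 50% in size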
Target sequence (P10828 whole entry, looked up): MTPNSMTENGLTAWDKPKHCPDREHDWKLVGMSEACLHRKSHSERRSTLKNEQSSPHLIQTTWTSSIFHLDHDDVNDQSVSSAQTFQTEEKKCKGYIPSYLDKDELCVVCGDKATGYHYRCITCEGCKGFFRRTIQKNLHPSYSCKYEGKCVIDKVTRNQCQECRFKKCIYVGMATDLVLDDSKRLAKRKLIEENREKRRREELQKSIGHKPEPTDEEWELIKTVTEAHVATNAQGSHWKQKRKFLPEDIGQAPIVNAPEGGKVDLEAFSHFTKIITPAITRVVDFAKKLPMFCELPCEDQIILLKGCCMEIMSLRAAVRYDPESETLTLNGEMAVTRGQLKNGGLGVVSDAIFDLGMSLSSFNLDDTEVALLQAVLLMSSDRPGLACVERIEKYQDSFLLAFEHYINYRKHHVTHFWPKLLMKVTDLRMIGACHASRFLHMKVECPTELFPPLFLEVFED
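Polarization signal, normalized between peptide-alone and full complex controls, measured compound effects on T3-liganded human TRb LBD (0.6 uM) binding 20 nM Texas Red SRC2 peptide after 5 hr.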
TR SRC2 fluor cs: Texas Red fluorescence interference in TRb-SRC2 counter-screen; TRb/SRC2 Texas Red total fluorescence interference; Potency, µM (titrated, usually from 106 µM), for inactives: at the highest dose fluorescence change, negative = quenching; 280,000 tested, 0.29% active; active = well fitted curve in either direction with a large enough effect; inconclusive = small, poorly fitted or top-dose-only effect; also: % is scaled to controls: 0 for no effect and ±100 for the full control effect
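Flags fluorescent or light-absorbing compounds by total fluorescence, S + 2P, at 555 nm excitation and 632 nm emission. Mixture: 20 nM Texas Red SRC2 peptide, 0.6 uM human TRb LBD, 1 uM T3, 5% DMSO; compound exposure 5 h at ambient temperature.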
RECQ1 inh: blocks DNA unwinding by human RECQ1; RECQ1 DNA unwinding, red fluorescence kinetic read; P46063; Potency, µM (titrated, usually from 57.3 µM), for inactives: top-dose activity, negative = inhibition, hits mostly inhibitors; 240,000 tested, 0.54% active; AID 2549;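 also: plate controls were vehicle for no effect and no enzyme for full effect; nearly all actives have a fitted effect of over 30% in size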
Target sequence (P46063 whole entry, looked up): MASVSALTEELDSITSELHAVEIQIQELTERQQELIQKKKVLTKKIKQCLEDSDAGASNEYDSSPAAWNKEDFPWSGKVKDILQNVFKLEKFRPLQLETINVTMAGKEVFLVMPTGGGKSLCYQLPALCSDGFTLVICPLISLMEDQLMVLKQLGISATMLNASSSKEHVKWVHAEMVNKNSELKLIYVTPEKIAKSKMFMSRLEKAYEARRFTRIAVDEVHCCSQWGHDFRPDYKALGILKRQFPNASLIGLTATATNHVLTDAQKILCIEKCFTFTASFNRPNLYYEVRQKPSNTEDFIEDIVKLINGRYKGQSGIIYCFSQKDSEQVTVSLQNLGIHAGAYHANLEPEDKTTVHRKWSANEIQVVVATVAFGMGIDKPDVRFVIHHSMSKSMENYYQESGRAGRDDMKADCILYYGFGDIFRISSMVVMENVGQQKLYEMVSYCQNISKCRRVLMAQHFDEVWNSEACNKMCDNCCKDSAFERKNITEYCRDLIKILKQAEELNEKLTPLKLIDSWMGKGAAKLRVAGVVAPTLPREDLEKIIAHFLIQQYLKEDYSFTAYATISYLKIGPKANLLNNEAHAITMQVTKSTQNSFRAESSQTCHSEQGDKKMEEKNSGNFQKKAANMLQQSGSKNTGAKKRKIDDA
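RECQ1T1 50 nM; forked duplex (20 bp + 30-nt ss tails) 200 nM, ATP 2 mM final; pH 8.0, 2 mM MgCl2, 2.5 ug/ml poly(dI-dC); 15 min compound preincubation; discontinuous kinetic read over 2 h at RT.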
Numbers without * were called inactive; i = inactive; ? = inconclusive; / = not tested or not shown; & = joins results of further samples; [ ] = remark or other dose. Unless noted, calls follow the shape of the dose curve; as a rule, active = well fitted curve in the direction sought with a large enough effect; inconclusive = small, poorly fitted or top-dose-only effect, or another doubt; inactive = no such curve, though single readings can be large; an effect the other way counts as inactive or inconclusive. Potency is read from the fitted curve at half-maximal effect.

SMILES | Tau fibril FP | HTT ATP protect | Tau ThT inhib | Tau fluor cs | L3MBTL1 inh | TRb-SRC2 inh | TR SRC2 fluor cs | RECQ1 inh
COC(=O)c1ccc(N2C(=O)CC(N3CCOCC3)C2=O)cc1 (configuration not stated) | -15.0% | -3.0% | -3.5% | -4.6% | -0.6% | 3.9% | -1.4% | -2.7%
COc1ccc(CCNC(=O)CCCCn2c(=O)c3ccccc3n(Cc3ccccc3)c2=O)cc1OC | 4.2% | / | -15.5% | -8.7% | / | 3.4% | 4.6% | /
COc1cc(/C=N/NC(=S)Nc2cccc(S(=O)(=O)N(C)C)c2)cc(OC)c1O | ? | ? | ? | ? | -14.4% | -1.5% | -10.1% | -12.9%
CC1=CC(C)C(/C=N/N=C(N)N)C(C)C1 (configuration not stated) | -6.5% | 0.3%[10 µM] | -14.7% | -17.6% | 13.2% | 4.8% | -1.9% | -7.2%
O=NN(CCCl)C(=O)NCCCl | 2.1%&-1.6% | -26.1% | 0.0%&-10.5% | 2.1%&-4.9% | 9.8% | 0.3% | -5.0% | -2.2%&1.1%
CCOC(=O)c1c(-c2ccc(OC)cc2)csc1/N=C/C1C(=O)CCCC1=O | 3.6% | -60.3%[inhibitor] | ? | -25.4% | -22.0% | 12.7% | 2.7% | -10.9%
CCN(Cc1ccccc1)C(=O)C1CCC(CNc2c(N3CCOCC3)c(=O)c2=O)CC1 (configuration not stated) | -4.1% | -14.0% | 0.3% | -4.4% | / | -14.5% | -1.7% | 8.8%
COc1ccccc1-c1noc(CCC(=O)Nc2ccccc2Cl)n1 | 1.1% | 9.7%[10 µM] | -14.1% | -13.3% | ? | -5.0% | -6.2% | -6.0%
Cc1noc(C)c1C(=O)OC(C)C(=O)Nc1ccc(S(=O)(=O)NC(C)C)cc1 (configuration not stated) | -4.5% | -7.8%[10 µM] | 3.7% | 0.3% | 6.4% | -0.6% | 0.0% | 4.7%
OCCN(Cc1ccccc1)C(=S)Nc1ccc(F)cc1 | 1.4% | -3.2% | 4.6% | 0.2% | / | 1.7% | -2.3% | i
COc1cccc(NC(=O)CNC(=O)c2ccc([N+](=O)[O-])cc2)c1 | 0.1% | 6.0%[10 µM] | / | -13.2% | / | -1.1% | -0.5% | -12.9%
CC(C(=O)NCc1cccs1)N1C(=O)c2ccccc2C1=O (configuration not stated) | -1.9% | -17.2% | -6.1% | -5.3% | 3.0% | 0.2% | 0.7% | -2.1%
CNC(=S)N/N=C/c1ccc(OCC(=O)Nc2c(C)cc(C)cc2C)c(OC)c1 | 2.7% | 3.5%[10 µM] | ? | -4.1% | 2.5% | -12.3% | 1.2% | -2.3%
Cc1ccc(CSc2nc3c(c(=O)[nH]c(=O)n3C)n2CCC(C)C)cc1 | 11.9% | -31.8% | -14.5% | 6.2% | / | -10.9% | -2.0% | -9.6%
CCOc1ccc(NC(=O)CSc2nc(-c3ccc(F)cc3)cc(C(F)(F)F)c2C#N)cc1 | ? | / | 2.8% | 0.8% | / | -5.0% | 3.5% | /
CSc1cccc(NC(=O)CN2C(=O)CCc3cc(S(=O)(=O)N4CCCCC4)ccc32)c1 | -13.4% | / | 8.2% | ? | / | 3.9% | -1.3% | /
Cc1ccc(NC(=O)C2CCCN(S(=O)(=O)c3cccs3)C2)cc1 (configuration not stated) | -7.5% | 7.8% | 7.0% | -9.3% | -0.1% | -3.8% | -3.5% | -0.1%
O=C(NCc1ccccc1)c1ccc(NC(=O)N2CCSc3ncccc32)cc1 | -8.4% | / | 1.4% | -4.0% | / | -4.5% | -2.0% | /
COC(=O)c1ccccc1S(=O)(=O)N(CCCN1CCOCC1)Cc1cccs1 | -1.5% | 7.1%[0.074 µM] | -2.6% | -0.7% | 17.2% | -7.8% | -2.3% | -3.7%
COc1ccc2c(c1)C(c1ccccc1)=NNC(c1ccco1)=N2 | ? | -26.0% | ? | -23.6% | -4.7% | -7.6% | -8.4% | -5.8%

Fetched one by one from the list above, three records:
SMILES | Tau fibril FP | HTT ATP protect | Tau ThT inhib | Tau fluor cs | L3MBTL1 inh | TRb-SRC2 inh | TR SRC2 fluor cs | RECQ1 inh
CCOc1ccc(NC(=O)CSc2nc(-c3ccc(F)cc3)cc(C(F)(F)F)c2C#N)cc1 | ? | / | 2.8% | 0.8% | / | -5.0% | 3.5% | /
Cc1ccc(CSc2nc3c(c(=O)[nH]c(=O)n3C)n2CCC(C)C)cc1 | 11.9% | -31.8% | -14.5% | 6.2% | / | -10.9% | -2.0% | -9.6%
COc1cccc(NC(=O)CNC(=O)c2ccc([N+](=O)[O-])cc2)c1 | 0.1% | 6.0%[10 µM] | / | -13.2% | / | -1.1% | -0.5% | -12.9%

Further entries.
SMILES | Tau fibril FP | HTT ATP protect | Tau ThT inhib | Tau fluor cs | L3MBTL1 inh | TRb-SRC2 inh | TR SRC2 fluor cs | RECQ1 inh
CCCC(=O)N1c2ncnn2C2(CCCCC2)[C@@H]2CCCC[C@@H]21 | 4.1% | / | -2.2% | -1.6% | / | 6.9% | -19.9% | /
O=C(C/C=N\OCc1ccc([N+](=O)[O-])cc1)Nc1ccc(F)cc1F | -11.6% | 12.2%[10 µM] | -13.2% | -14.0% | 2.7% | -5.9% | -2.4% | i
COc1ccc(CCNC(=O)CSc2nc(O)c(CC(C)C)c(=O)[nH]2)cc1OC | ? | 25.5% | -15.2% | -8.8% | 18.9% | -5.2% | -8.0% | -1.5%
COc1ccc(/C=N/NC(N)=S)cc1OC(=O)c1cccc2ccccc12 | ? | ? | -5.0% | ? | -11.5% | 9.1% | -2.8% | -12.7%
COc1ccc(CN(C2CCCC2)S(=O)(=O)c2ccc(-n3cnnn3)c(OC)c2)cc1OC | 2.8% | -5.6%[10 µM] | -13.8% | -10.8% | -5.5% | 0.8% | -1.6% | -6.3%
CN(C)S(=O)(=O)c1ccc(Cl)c(NC(=O)COC(=O)CCSc2ccccc2)c1 | 9.0% | 0.1%[1.9 µM] | -12.3% | -25.3% | 15.8% | -3.4% | 2.2% | -12.7%
O=C(NCc1ccccc1)C1=C[C@@H](C2CC2)C[C@@H](OCCCCO)O1 | -5.6% | 32.4%[10 µM] | -11.9% | -0.1% | 17.7% | -4.5% | -3.1% | -18.6%
CCc1nc(-c2ccccc2)cc(=O)[nH]1 | 0.1% | 22.4% | -5.3% | -4.2% | / | 6.5% | -3.7% | -7.1%
Cc1ccc(C(C[N+](=O)[O-])c2c(-c3ccccc3O)[nH][nH]c2=O)cc1 (configuration not stated) | ? | 14.6%[10 µM] | 17.8µM* | -22.2% | -9.5% | -3.5% | -1.9% | -15.2%
COc1ccc(COc2cc(-c3cccc(OC)c3)nc3ccc(NC(=O)C(C)C)cc23)cc1 | ? | / | -1.8% | -29.1% | -1.1% | 1.7% | 0.8% | -13.3%

Individual results from the list.
`COc1ccc(/C=N/NC(N)=S)cc1OC(=O)c1cccc2ccccc12` – RECQ1 inh = -12.7%
`O=C(C/C=N\OCc1ccc([N+](=O)[O-])cc1)Nc1ccc(F)cc1F` – TR SRC2 fluor cs = -2.4%

The list continues:
SMILES | Tau fibril FP | HTT ATP protect | Tau ThT inhib | Tau fluor cs | L3MBTL1 inh | TRb-SRC2 inh | TR SRC2 fluor cs | RECQ1 inh
CCOC(=O)COc1ccc(C2NC(C(=O)O)CS2)cc1 (configuration not stated) | -3.5% | 16.4% | -3.6% | 2.8% | 12.2%[11.4 µM] | 8.2% | 2.2% | -9.9%
COc1ccc(NC(=O)CCn2cccc2)cc1 | 5.3% | -4.4% | -13.9% | -13.5% | -7.5% | -6.2% | -0.2% | -8.7%
Cc1cccc(N2CCN(C(=O)c3cn(C)c(=O)c4c3c3ccccc3n4C)CC2)c1C | 2.8% | -82.4%[inhibitor] | ? | -14.8% | 7.1% | -4.7% | -2.3% | -1.5%
CCOC(=O)C(C)Oc1cccc2c(=O)n(CC(=O)NCc3ccc4c(c3)OCO4)ccc12 (configuration not stated) | -11.5% | 5.8% | ? | -14.9% | -11.9% | 4.8% | 0.2% | -10.8%
O=C(NCC(=O)N(c1ccc2c(c1)OCO2)C(C(=O)NC1CCCC1)c1cccs1)c1ccco1 (configuration not stated) | 0.0% | -36.6% | -11.7% | -7.1% | -1.4% | -0.4% | 0.9% | -4.6%
Cc1ccc([N+](=O)[O-])cc1S(=O)(=O)N1CCCC1 | 1.5% | -15.5%[10 µM] | 3.3% | 4.0% | ? | 7.1% | -0.7% | 1.7%
O=[N+]([O-])c1ccc(O)c(/C=N\N=C2c3ccccc3-c3ccccc32)c1 | 4.5% | 25.7%[10 µM] | ? | ? | -5.4% | 0.3% | -6.3% | ?
CCOc1ccccc1C(=O)NCCC(=O)O | 10.6% | -7.4% | -5.6% | -8.3% | 6.3% | -5.1% | -0.5% | -4.0%
CN(C)c1nc(SCC#N)nc(N(C)C)n1 | 7.1% | -5.8%[1.9 µM] | -3.2% | 6.9% | 5.5% | 9.7% | 2.2% | -6.9%
CCOc1ccc(N(CC(=O)N2CC=C(c3ccccc3)CC2)S(=O)(=O)c2c(C)noc2C)cc1 | -1.3% | 27.0% | ? | -12.9% | / | -15.8% | -1.3% | -14.5%
N#CC(=C=[N-])c1nc2ccccc2nc1-[n+]1cccc(NC(=O)c2ccc(F)cc2)c1 | 7.9% | 21.0%[10 µM] | ? | ? | -6.8% | -7.0% | 2.2% | -3.2%
Cc1cc2cc(CNC(=O)Cc3ccc([N+](=O)[O-])cc3)ccc2[nH]1 | 4.3% | / | -14.8% | -13.7% | -0.3% | -1.1% | -1.0% | 0.4%
Cc1ccc2[nH]c(=O)c(C(c3nnnn3C(C)(C)C)N3CCN(C(=O)c4ccco4)CC3)cc2c1 (configuration not stated) | -2.9% | -8.4% | -17.1% | -11.9% | 49.8%[activator] | -20.7% | -11.0% | i
CC(O)CNC(=O)Cc1cc(=O)[nH]c(=O)[nH]1 (configuration not stated) | 6.6%[0.0958 µM] | -2.1%[10 µM] | / | 10.7%[0.0958 µM] | / | -4.5% | -0.7% | -6.8%

Screening data: PubChem, National Center for Advancing Translational Sciences (NCATS)

Only part of the results is shown; rates above refer to the full screens.
